GPR151 activ = human GPR151 activation; activation, % at 11.2 µM; Q8TDV0; PathHunter beta-arrestin GPR151 cells, luminescence; hit rate 1% among 650,000; in the data active = activation above about 4.9%;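 also: 0% = median of compound wells and 100% = cells with positive control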
Target sequence (Q8TDV0 whole entry, looked up): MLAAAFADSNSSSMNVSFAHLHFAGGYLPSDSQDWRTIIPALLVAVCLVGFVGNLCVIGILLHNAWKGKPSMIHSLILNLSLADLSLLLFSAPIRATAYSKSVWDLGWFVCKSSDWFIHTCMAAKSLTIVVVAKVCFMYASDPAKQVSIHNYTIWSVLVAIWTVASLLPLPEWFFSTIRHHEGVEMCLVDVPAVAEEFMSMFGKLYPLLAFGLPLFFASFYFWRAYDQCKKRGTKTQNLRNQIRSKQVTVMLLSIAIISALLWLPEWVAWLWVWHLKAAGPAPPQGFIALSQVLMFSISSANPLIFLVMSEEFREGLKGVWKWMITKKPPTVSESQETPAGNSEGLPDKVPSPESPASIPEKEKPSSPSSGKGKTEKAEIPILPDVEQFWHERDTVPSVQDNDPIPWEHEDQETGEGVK
TEAD-YAP inh = TEAD-YAP interaction inhibition | inhibition, % at 9.12 µM | HEK-TIYL cells, TEAD-Gal4/YAP UAS-luciferase luminescence | hit rate 1.4% among 640,000; in the data active = inhibition above about 32%;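 also: 0% = median of test compound wells and 100% = reference inhibitor wells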
MITF primary = blocks human microphthalmia-associated transcription factor; O75030; AlphaScreen MITF homodimerization, bead proximity signal; inhibition, % at 2.6 µM; hit rate 0.91% among 650,000; in the data active = inhibition above about 50%;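 also: 0% = vehicle wells with protein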
FBW7 act = activators of human E3 ligase FBW7 | AlphaScreen FBW7–phospho-cyclin E peptide binding, activator screen | Q969H0 | AID 1259310 | hit rate 0.13% among 650,000 | normalized activity (activation), % at 26.1 µM; in the data active = normalized activity above about 1.9%;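 also: purified mutant Fbw7 with reduced substrate affinity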
* hit, by the source's call; & = joins results of further samples. Only part of the results is shown (hit frequency here may not be typical).

SMILES,GPR151 activ,TEAD-YAP inh,MITF primary,FBW7 act
COc1ccccc1N1CCN(Cc2cccc(OC)c2O)CC1,-0.2,-0.5,0.7,0.0
COP(=O)(OC)C(NC(=O)C(C)(C)C)=C(Cl)Cl,-0.7,10.2,16.6,0.1
COP(=S)(OC)SCN1C(=O)c2ccccc2C1=O,1.3,6.2,6.9,-0.2
COC(=O)CCNCCc1c[nH]c2ccc(OC)cc12,1.5,-6.5,-2.7,0.7
Cc1cc(OCc2ccccc2F)c2c3c(c(=O)oc2c1)CCCC3,-0.4,-13.3,1.6,0.0
Cc1nc2sccn2c1C=C(C#N)C#N,-0.1,8.4,-2.5,-0.2
N#Cc1ccc(NC(=O)COc2ccc(Br)cc2F)cc1Cl,-1.6,-2.8,2.3,0.4
Nc1ccc2nonc2c1[N+](=O)[O-],-0.7,-6.7,-0.3,0.0
CN1C(=O)N(C)C(=O)C(Cc2ccccn2)(Cc2ccccn2)C1=O,1.7,3.7,24.4,0.4
CCCCSc1nnc(NC(=O)Cn2c[n+]([N-][N+](=O)[O-])cn2)s1,0.9,6.8,7.2,0.7

Another view of some results above:
The line under a structure holds: GPR151 activ, TEAD-YAP inh, MITF primary, FBW7 act
- Cc1nc2sccn2c1C=C(C#N)C#N
→ -0.1, 8.4, -2.5, -0.2
- N#Cc1ccc(NC(=O)COc2ccc(Br)cc2F)cc1Cl
→ -1.6, -2.8, 2.3, 0.4
- Nc1ccc2nonc2c1[N+](=O)[O-]
→ -0.7, -6.7, -0.3, 0.0
- CN1C(=O)N(C)C(=O)C(Cc2ccccn2)(Cc2ccccn2)C1=O
→ 1.7, 3.7, 24.4, 0.4
- CCCCSc1nnc(NC(=O)Cn2c[n+]([N-][N+](=O)[O-])cn2)s1
→ 0.9, 6.8, 7.2, 0.7

Going on with the list.
SMILES,GPR151 activ,TEAD-YAP inh,MITF primary,FBW7 act
COc1cccc(/C=C/c2nc3ccccc3c(=O)n2-c2ccc(Br)c(C)c2)c1,2.4,9.8,-2.6,-0.1
Nc1ccc(Oc2ccc(N)cc2)cc1,-0.2,6.0,2.5,0.0
O=C1N[C@@H](Cc2cnc[nH]2)C(=O)N2CCNC[C@H]12,0.0,-1.3,24.7,-0.1
CCC(C)N1CCN(Cc2ccccc2C)CC1 (stereo not drawn),-0.1,2.8,83.2*,-0.1
CC(N)Cc1c[nH]c2ccc(OCc3cccs3)cc12 (stereo not drawn),0.3&1.9&-0.5,-4.0,-6.4&6.2&-6.7,-0.1&-0.2
CCOC(=O)C1(c2ccccc2)CCN(Cc2cccc(C(N)=O)c2)CC1,0.6,1.1,1.9,0.2
Nc1c(C(=O)c2ccccc2)cc([N+](=O)[O-])cc1[N+](=O)[O-],1.5,-12.8,1.4,-0.3
COc1cccc(/C=C/c2nc3ccccc3c(=O)n2-c2ccc(Cl)cc2)c1OC,-2.2,-21.8,-0.9,0.1
Cc1ccccc1-n1c(C)nc2ccc(Br)cc2c1=O,0.6,-5.0,14.2,0.0
COCc1cc(C2SCC(=O)Nc3c2c(-c2ccccc2)nn3-c2ccccc2)ccc1OC (stereo not drawn),0.7,1.2,4.6,-0.3

Limited to GPR151 activ, MITF primary and FBW7 act (2 entries from above):
SMILES | GPR151 activ | MITF primary | FBW7 act
COP(=O)(OC)C(NC(=O)C(C)(C)C)=C(Cl)Cl | -0.7 | 16.6 | 0.1
COP(=S)(OC)SCN1C(=O)c2ccccc2C1=O | 1.3 | 6.9 | -0.2

Copied from the list.
CN1C(=O)N(C)C(=O)C(Cc2ccccn2)(Cc2ccccn2)C1=O @ FBW7 act: 0.4
COc1cccc(/C=C/c2nc3ccccc3c(=O)n2-c2ccc(Cl)cc2)c1OC @ TEAD-YAP inh: -21.8
COP(=O)(OC)C(NC(=O)C(C)(C)C)=C(Cl)Cl @ TEAD-YAP inh: 10.2

(list continues)
SMILES,GPR151 activ,TEAD-YAP inh,MITF primary,FBW7 act
COc1ccc(C=C2C(=O)NC(=S)NC2=O)cc1OCc1ccccc1Cl,-1.3,-2.8,11.4,0.0
CC(C)N1CCN(Cc2ccccc2)CC1,-0.1,-2.7,41.0,-0.2
CC1CN(C(=O)CCC(=O)N2CCC3(CC2)OCCO3)c2cc(Cl)ccc2O1 (stereo not drawn),-0.1,4.7,1.8,0.0
CCN1C(=O)C2(C(C(=O)OC)=C(N)Oc3cc(C)n(Cc4ccco4)c(=O)c32)c2ccccc21 (stereo not drawn),-0.7,8.5,-1.4,0.2
O=S(=O)(c1cccs1)N1CCc2nc3ncccc3cc2C1,0.4,-1.1,1.7,-0.1
Cc1cc(N2CCCC2)ccc1C=C(C#N)C#N,1.1,1.8,-7.2,-0.1
COc1cccc(N2CCN(Cc3ccccc3OC)CC2)c1,1.7,7.8,0.1,-0.1
Cc1ccc(-n2c(/C=C\c3ccc(F)cc3)nc3ccccc3c2=O)c(Br)c1,0.2,7.3,11.8,0.1
CCCCOc1ccc(CCN)cc1Cl,0.7,-6.2,-8.5,-0.1
CN(C)/C=C/c1c(C=O)c2cc([N+](=O)[O-])ccc2n1Cc1ccccc1,-0.8,0.5,21.3,0.2

As a working copy, part of the list above.
SMILES,GPR151 activ,TEAD-YAP inh,MITF primary,FBW7 act
CCN1C(=O)C2(C(C(=O)OC)=C(N)Oc3cc(C)n(Cc4ccco4)c(=O)c32)c2ccccc21 (stereo not drawn),-0.7,8.5,-1.4,0.2
O=S(=O)(c1cccs1)N1CCc2nc3ncccc3cc2C1,0.4,-1.1,1.7,-0.1
Cc1cc(N2CCCC2)ccc1C=C(C#N)C#N,1.1,1.8,-7.2,-0.1
COc1cccc(N2CCN(Cc3ccccc3OC)CC2)c1,1.7,7.8,0.1,-0.1
Cc1ccc(-n2c(/C=C\c3ccc(F)cc3)nc3ccccc3c2=O)c(Br)c1,0.2,7.3,11.8,0.1
CCCCOc1ccc(CCN)cc1Cl,0.7,-6.2,-8.5,-0.1
CN(C)/C=C/c1c(C=O)c2cc([N+](=O)[O-])ccc2n1Cc1ccccc1,-0.8,0.5,21.3,0.2

The results go on.
SMILES,GPR151 activ,TEAD-YAP inh,MITF primary,FBW7 act
COC(=O)C1=C(N)Oc2c(c(=O)oc3ccccc23)C1c1cccnc1 (stereo not drawn),0.3,0.9,-9.7,-0.1
CNC1(c2nnnn2-c2ccc(Cl)cc2)CCCCC1,0.4,-2.7,17.1,0.0
CN1CCN(Cc2nc3ccccc3c(=O)[nH]2)CC1,0.8,7.2,-2.1,0.1
Cc1cc(-c2[nH]nc3c2C(c2ccc(F)cc2)C(C#N)=C(N)O3)c(C)s1 (stereo not drawn),0.3,-0.3,9.6,0.2
COc1cccc(CN2CCN(Cc3ccc(Br)cc3)CC2)c1,-1.5,-7.9,69.7*,-0.4
Cc1cnc2nc3c(cc2c1)CN(Cc1cccnc1)CC3,3.8,-4.9,-8.7,-0.1
O=C1NC(=S)N(c2cccc(Cl)c2)C(=O)/C1=C/c1ccco1,1.7,5.0,40.3,-0.3
O=C1NC(=S)NC(=O)C1=Cc1ccc(I)o1,5.7*,2.8,63.4*,-1.7
O[C@]12CCCC[C@H]1CNCC2,0.3,-9.3,-10.0,-0.3
Cc1ccc(C)c(S(=O)(=O)N2CCN(CC(=O)Nc3ccc(C#N)c(Cl)c3)CC2)c1,-1.3,-4.0,-1.7,-0.1
O=C(NCc1ccccc1)c1cc2cccnc2n(Cc2ccc(F)cc2)c1=O,1.1,12.4,-0.8,0.1
Cc1ccc(CN2CCN(CC(=O)N3CCC4(CC3)OCCO4)C2=O)cc1,0.6,3.5,-2.4,0.0
CCOc1ccc(CN2CCNCC2)cc1,0.1,-9.7,-1.8,0.1
O=c1cccc2n1CC1CC2CN(Cc2c(F)cccc2Cl)C1 (stereo not drawn),0.9,-5.5,2.5,0.0
CCOC(=O)c1c(C)[nH]c(C(=O)C(C)N2CCCC2)c1C (stereo not drawn),1.1,7.5,2.6,0.4
CCCCSc1nc2ccccc2c(=O)n1-c1cccc(C)c1,2.6,13.2,7.2,0.0
CCN(CC)P(=S)(c1ccc(/C=N/NC(N)=S)s1)N(CC)CC,-1.2,8.1,-0.1,0.4
Cc1ccc(/C=C2\C(=O)NC(=O)N(c3ccc(F)cc3)C2=O)s1,-1.5,-15.9,12.7,0.1
O=C1NC(=O)C(=Cc2ccc(-c3cc(Cl)ccc3[N+](=O)[O-])o2)C(=O)N1,-0.4,-4.0,7.6,-0.2
O=C(Nc1cccc(Cl)c1)c1c(O)c2c(n(Cc3ccco3)c1=O)CCCC2,-0.2,-5.2,10.2,-0.1
CN1C(=O)N(C)C(=O)C(CCc2ccncc2)(Cc2cccs2)C1=O,1.2,3.7,-2.0,-0.1
O=C(COc1ccc(Cl)cc1)N1CCN(C2CCCCCC2)CC1,-0.9,4.8,43.0,0.1

Source: PubChem
